# HSF1 inhib – HSF1 inhibition; NIH3T3-HGL HSE-luciferase, MG132-induced, luminescence 8 h; stronger effect = lower value; activity change, negative = inhibition, % at 7.5 µM (by protocol); 300,000 tested, 0.77% active; AID 2098;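 active = more than half of replicate wells show activity change below -50%, luminescence cut by over half; inconclusive = some wells, but at most half, below -50%; inactive = no replicate well below -50%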;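 note: luciferase reports HSF-1 transcriptional activity via heat shock element; 0% = median of DMSO wells and -100% = zero luminescence signal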
# Dyrk1A ADPGlo – blocks rat Dyrk1A kinase activity | inhibition, % at 12.5 µM | 310,000 tested, 0.43% active | Q63470 | ADP-Glo luminescence, NFATc1 peptide; in the data active = inhibition above about 50%;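 note: plate controls were vehicle with enzyme for no effect and no enzyme for full effect; many of its hits are not listed in these tables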
# HSF1 activator – increases HSF-1 driven luciferase reporter signal | NIH3T3-HGL HSF-1 luciferase reporter, MG132, 8 h; 100% = twice DMSO control signal | activation, % at 9 µM | 300,000 tested, 1.7% active | AID 504408;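 active = mean replicate activation of at least 50% with a set share of replicates each reaching 50%; inconclusive = only one of those two conditions met; inactive = mean below 50% and too few replicates reaching it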;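 note: 0% = median of the neutral control wells and 100% = twice that signal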
# AI-2 QS mod – modulators of Vibrio harveyi AI-2 quorum sensing system | Vibrio harveyi JMH597 AI-2 luminescence/OD600 ratio, 9 h; stronger effect = lower value; strain lacks LuxN and CqsS sensors; 0 = neutral-control median | activity change, % at 7.5 µM | 300,000 tested, 0.4% active; in the data active = activity change below about -75%, passing the limit was not always enough; inconclusive = no clear call, values can overlap the other calls;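 note: luminescence divided by OD600 gain over 9 h not by final OD600 alone; inactives centre near 13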
# PolyA inh – inhibitors of polyadenylation in S. cerevisiae; S. cerevisiae SKY197-pL101 polyadenylation reporter, beta-gal luminescence; efflux-impaired pdr1/pdr3 knockout yeast; score 100 = 6 SD above DMSO; calls only at 12 µM; 300,000 tested, 0.02% active;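 active = lowest replicate activity score at least 50, where 100 means six control SD above control mean; inconclusive = lowest score under 50 but half or more replicates reach 50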;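 note: yeast exposed to compound for 9 h at 30 °C; higher score means more reporter readthrough which indicates perturbed polyadenylation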
# GSK3 alpha inh – inhibitors of human GSK-3 alpha kinase. P49840. 320,000 tested, 0.1% active. ADP-Glo luminescence, 60 min. inhibition, % at 10 µM;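 in the data active = inhibition above about 50%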;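 note: GST-tagged GSK-3 alpha with peptide substrate and 25 µM ATP; 0% = DMSO neutral wells and 100% = GW8510 positive control wells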
# Target sequence (P49840 whole entry, looked up): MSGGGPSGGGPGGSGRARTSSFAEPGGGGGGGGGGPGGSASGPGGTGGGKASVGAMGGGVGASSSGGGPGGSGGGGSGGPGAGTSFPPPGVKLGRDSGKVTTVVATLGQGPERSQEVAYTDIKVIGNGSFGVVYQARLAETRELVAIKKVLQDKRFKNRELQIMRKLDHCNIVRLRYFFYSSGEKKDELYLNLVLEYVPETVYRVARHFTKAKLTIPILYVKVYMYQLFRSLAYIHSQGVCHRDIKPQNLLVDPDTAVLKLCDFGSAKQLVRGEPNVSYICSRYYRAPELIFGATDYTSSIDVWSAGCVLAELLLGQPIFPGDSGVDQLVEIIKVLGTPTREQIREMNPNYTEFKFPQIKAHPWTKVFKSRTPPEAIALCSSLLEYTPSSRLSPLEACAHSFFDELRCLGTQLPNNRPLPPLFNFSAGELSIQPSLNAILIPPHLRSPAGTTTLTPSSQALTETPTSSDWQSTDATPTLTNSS
# Platelet DG rel – platelet dense granule release activity. inhibition, %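 (compounds screened at 7.5 µM in platelet-rich plasma)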. AID 1663. human platelet-rich plasma, SFLLRN dense granule ATP release, luminescence. 300,000 tested, 0.22% active;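 active = mean replicate score, as percent of positive control, at or above 50; inconclusive = mean below 50 but at least one replicate at or above 50; inactive = mean and every replicate below 50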
# HDAC3 inh – inhibitors of human histone deacetylase 3 | AID 2718 | 320,000 tested, 0.15% active | inhibition, % at 8.3 µM | recombinant HDAC3, fluorogenic peptide/trypsin coupled, fluorescence; in the data active = inhibition above about 26%, passing the limit was not always enough; inconclusive = no clear call, values can overlap the other calls
# HSP90 refold inh – inhibitors of HSP90 luciferase refolding in rabbit reticulocyte lysate; inhibition, % at 5.6 µM; AID 1789; luciferase refolding luminescence, 3 h; 290,000 tested, 0.91% active;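 active = inhibition above the screen-wide mean plus 3 SD, computed separately per campaign, cut at about 16% in these data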;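 note: 0% = DMSO wells and 100% = 60 µM geldanamycin wells; inhibitors lower the luminescence because luciferase stays unfolded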
# GSK3beta inhib – inhibitors of human GSK3beta kinase | GST-GSK3beta kinase, ADP-Glo luminescence, 60 min; stronger effect = lower value | 300,000 tested, 0.038% active | P49841 | activity score (negative = inhibition), % at 10 µM;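 active = more than half of replicate wells score below -50%, meaning over 50% inhibition versus plate controls; inconclusive = some replicates but at most half score below -50%; inactive = no replicate scores below -50%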;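 note: 0% = median DMSO wells and -100% = median GW8510 positive control wells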
# Target sequence (P49841 whole entry, looked up): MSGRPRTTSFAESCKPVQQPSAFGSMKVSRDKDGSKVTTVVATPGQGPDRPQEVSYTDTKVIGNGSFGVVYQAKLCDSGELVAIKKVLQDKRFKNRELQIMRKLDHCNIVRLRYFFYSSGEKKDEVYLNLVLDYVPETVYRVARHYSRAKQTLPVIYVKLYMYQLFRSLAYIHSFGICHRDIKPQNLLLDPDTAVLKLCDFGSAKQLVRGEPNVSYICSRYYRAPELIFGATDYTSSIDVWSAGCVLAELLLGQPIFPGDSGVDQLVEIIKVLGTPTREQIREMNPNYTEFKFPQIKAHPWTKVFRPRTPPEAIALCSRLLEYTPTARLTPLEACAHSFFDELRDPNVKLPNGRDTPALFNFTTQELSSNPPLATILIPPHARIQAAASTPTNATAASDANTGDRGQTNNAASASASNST
#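 test system = GST-tagged human GSK3beta kinase, cell-free | reagent = 25 µM ATP with peptide substrate | dosing = one dose of 10 µM per compound | schedule = 60 min reaction, RT | detection = luminescent ADP-Glo measurement of ADP formed | control set = DMSO neutral wells and GW8510 at 20 µM as positive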
# Active calls of the source: *; i = inactive; u = inconclusive; x = not tested or not shown. This is a subset; rates above refer to the full screens.
# Each structure is followed by: HSF1 inhib, Dyrk1A ADPGlo, HSF1 activator, AI-2 QS mod, PolyA inh, GSK3 alpha inh, Platelet DG rel, HDAC3 inh, HSP90 refold inh, GSK3beta inhib
C/C(=N/OCO/N=C(\C)c1ccc(F)cc1F)c1ccc(F)cc1F
 : -4, 1, -4, 2, i, -3, 3, 1, 1, 0
CC1(C)NC(=O)N(CC(O)COc2cccc(F)c2)C1=O (centres undefined)
 : -1, 1, 9, 11, i, 2, -21, -3, -1, 3
COC(=O)c1ccc(COc2ccc(C3C4=C(CCCC4=O)Nc4onc(C)c43)cc2)cc1 (centres undefined)
 : -1, -1, 33, 21, i, -2, -3, -1, 0, 1
Cn1c(=O)c2c(nc(CN3CCOCC3)n2CC(O)CO)n(C)c1=O (centres undefined)
 : -1, -1, 0, 0, i, 0, 0, 8, -1, -1
Cc1ccc(NC(=O)c2cnn(C)c2)cc1[N+](=O)[O-]
 : -4, -3, 6, 12, i, 0, -4, 1, 1, 2
CCOc1ccc(S(=O)(=O)N2CCN(C(=O)Cc3ccc(S(=O)(=O)N4CCOCC4)s3)CC2)cc1
 : 16, 14, 13, x, i, 0, -9, -2, x, x
CCCCCC(=O)NNC(=O)c1ccc(F)cc1
 : 1, -2, -3, 4, i, -2, 1, 2, -5, 3
CCCCCCCCSc1n[nH]c(N)n1
 : -4, 0, -1, -22, i, -2, 8, 0, -4, -1
CCOC(=O)/C(=C/c1c2ccccc2cc2ccccc12)NC(=O)c1ccccc1
 : -1, 3, -15, 2, i, 1, -1, -6, 0, 1
COc1cccc2c1O/C(=N\O)C(C(=O)Nc1cccc(Br)c1)C2 (centres undefined)
 : 11, 4, 20, u, i, -3, -4, -1, 4, -2
O=C(COc1ccccc1)Nc1ccc(S(=O)(=O)N2CCOCC2)cc1
 : 0, 11, -1, -26, i, x, 3, 2, 4, 2
CN(C)CCCOC(=O)COc1ccc(Br)cc1
 : -3, 68*, 20, 30, i, -9, 0, -1, 2, -2
CCN(CC)CCn1c2c(c(SCC(=O)Nc3ccc(C)c(F)c3)nc1=O)CCCC2
 : 5, -5, -4, 6, i, -2, -1, 0, x, -1
Cn1c(=O)c2c(nc(NCCCO)n2C/C=C/c2ccccc2)n(C)c1=O
 : -2, -1, 23, 7, i, 1, 7, 6, 2, 0
CC(C)CN(C(=O)C(c1ccccc1)c1ccccc1)c1c(N)n(CC(C)C)c(=O)[nH]c1=O
 : -5, 1, 4, 16, i, -2, 12, -3, 4, 0
O=C(CCC1CC(=O)Nc2ccccc21)NCc1ccccc1 (centres undefined)
 : -4, 5, -5, 12, i, 0, 5, -1, 2, 2
O=C1CC(NS(=O)(=O)c2cccnc2)CN1c1cccc(F)c1 (centres undefined)
 : 1, -9, 0, 27, i, -2, 10, 1, x, 0
COc1cccc(N2CCN(C(=O)c3ccc(CS(=O)Cc4ccc(Cl)cc4)o3)CC2)c1 (centres undefined)
 : -7, 2, 1, 16, i, -2, 8, -1, -2, 4
COCc1ccc(CN2CCC(Oc3ccc(C(=O)NCc4ccccn4)cc3)CC2)o1
 : -6, 2, -2, 17, i, -2, -3, -1, -4, 7
O=C(Cn1c(C(=O)NCC2CCCO2)cc2sccc21)c1ccccc1 (centres undefined)
 : x, 5, x, -5, i, -1, -5, 5, 4, 1
Cc1ccc(S(=O)(=O)Nc2ccc(NC(=O)c3ccc(F)cc3)cc2)cc1
 : -3, 1, -6, 17, i, -1, -2, -2, 2, 0
O=[N+]([O-])c1ccccc1S(=O)(=O)NCc1ccco1
 : 9, -1, -5, 13, i, -2, 0, 2, -4, -7
CCCCC(CC)C(=O)NCC(C)NC(=O)C(CC)CCCC (centres undefined)
 : 1, 0, 5, 31, i, 1, 9, 2, -2, 1
COc1ccc(OS(=O)(=O)c2c(C)noc2C)cc1
 : -1, 2, 3, 12, i, -1, 21, 4, 3, -1
CCOc1ccccc1NC(=O)N1C2CCCC1CC(NC(=O)C1CC1)C2 (centres undefined)
 : -4, -3, 1, 10, i, -2, -4, 13, 0, 0
CC12CC(NC(=O)N1c1ccc(C(=O)N3CCN(c4ccc(F)cc4)CC3)cc1)c1ccccc1O2 (centres undefined)
 : 1, -3, 6, 14, i, 3, x, 0, 0, 2
O=C(CSc1ccc(-c2cccnc2)nn1)N1CCCCC1
 : 1, -1, 14, 31, i, -2, 7, -2, -1, -1
Cc1ccc(C)c(S(=O)(=O)Nc2ccccc2C(=O)Nc2cc(C)on2)c1
 : 3, -6, -2, 9, i, -1, 2, -2, -5, 3
N#CC1(C#N)COC23CCCCC2C1(C#N)C(=N)O3 (centres undefined)
 : -70*, 2, -76, 26, i, 3, 1, -8, 18*, 1
COc1ccc(C(=O)NCC2(N3CCCCC3)CCCCC2)cc1S(=O)(=O)N(C)C
 : -8, -5, -11, 7, i, 0, -9, -1, -3, 2

# Ten neighbouring compounds from above:
# Each structure is followed by: HSF1 inhib, Dyrk1A ADPGlo, HSF1 activator, AI-2 QS mod, PolyA inh, GSK3 alpha inh, Platelet DG rel, HDAC3 inh, HSP90 refold inh, GSK3beta inhib
O=C(CCC1CC(=O)Nc2ccccc21)NCc1ccccc1 (centres undefined)
 : -4, 5, -5, 12, i, 0, 5, -1, 2, 2
O=C1CC(NS(=O)(=O)c2cccnc2)CN1c1cccc(F)c1 (centres undefined)
 : 1, -9, 0, 27, i, -2, 10, 1, x, 0
COc1cccc(N2CCN(C(=O)c3ccc(CS(=O)Cc4ccc(Cl)cc4)o3)CC2)c1 (centres undefined)
 : -7, 2, 1, 16, i, -2, 8, -1, -2, 4
COCc1ccc(CN2CCC(Oc3ccc(C(=O)NCc4ccccn4)cc3)CC2)o1
 : -6, 2, -2, 17, i, -2, -3, -1, -4, 7
O=C(Cn1c(C(=O)NCC2CCCO2)cc2sccc21)c1ccccc1 (centres undefined)
 : x, 5, x, -5, i, -1, -5, 5, 4, 1
Cc1ccc(S(=O)(=O)Nc2ccc(NC(=O)c3ccc(F)cc3)cc2)cc1
 : -3, 1, -6, 17, i, -1, -2, -2, 2, 0
O=[N+]([O-])c1ccccc1S(=O)(=O)NCc1ccco1
 : 9, -1, -5, 13, i, -2, 0, 2, -4, -7
CCCCC(CC)C(=O)NCC(C)NC(=O)C(CC)CCCC (centres undefined)
 : 1, 0, 5, 31, i, 1, 9, 2, -2, 1
COc1ccc(OS(=O)(=O)c2c(C)noc2C)cc1
 : -1, 2, 3, 12, i, -1, 21, 4, 3, -1
CCOc1ccccc1NC(=O)N1C2CCCC1CC(NC(=O)C1CC1)C2 (centres undefined)
 : -4, -3, 1, 10, i, -2, -4, 13, 0, 0

# More results.
# Each structure is followed by: HSF1 inhib, Dyrk1A ADPGlo, HSF1 activator, AI-2 QS mod, PolyA inh, GSK3 alpha inh, Platelet DG rel, HDAC3 inh, HSP90 refold inh, GSK3beta inhib
COc1ccc(CNC(=O)CCCSc2ccccc2)cc1
 : 3, -4, 0, -27, i, -1, 0, -4, -4, 1
CCOc1ccc(-n2nc3ccc(NC(=O)c4ccc5c(c4)OCCO5)cc3n2)cc1
 : -16, 11, -6, 33, i, -3, -1, -6, -3, 5
Cc1cccc(N2C(=O)C3C4C=CC(C5CC45)C3C2=O)n1 (centres undefined)
 : -38, -2, -49, 3, i, 0, 1, 2, 4, 14
O=C(COC(=O)[C@@H]1CC(O)CN1S(=O)(=O)c1ccc(Cl)cc1)NC(=O)NCc1ccccc1 (some centres undefined)
 : 2, -2, 16, 9, i, 0, -1, 2, x, 0
CC1Cc2nc(SCC(=O)N3CCc4ccccc43)n(C)c(=O)c2S1 (centres undefined)
 : 10, 3, 11, 19, i, 1, 4, u, -2, 4
CCc1ncc(C)[nH]1
 : -5, x, -11, 17, i, -1, -1, -8, -6, 2
COC(=O)Nc1ccc(S(=O)(=O)N2CCCCC2C(=O)NCc2ccco2)cc1 (centres undefined)
 : 2, 3, -6, 18, i, -1, 0, 4, 3, 2
CN(c1ccccc1)S(=O)(=O)c1ccc(C(=O)Nc2nccs2)cc1
 : 2, 2, 11, 13, i, -4, -7, -9, -2, 2
CC(/C=N/NC(=O)Cn1nnc(N)n1)=C\c1ccc(C(C)C)cc1
 : 14, 1, 43, 31, i, 1, 13, 5, 8, -3
Cc1ccccc1C1=NC(C(F)(F)F)(C(F)(F)F)c2c(n(C)c(=O)n(C)c2=O)N1
 : -8, -3, -25, 9, i, 1, 4, -6, 0, -26
COc1ccc(NC(=O)C2=C(C)NC(=O)NC2c2ccccc2[N+](=O)[O-])cc1 (centres undefined)
 : -1, -3, -4, 16, i, -1, 6, x, 0, -6
COCCCNC(=O)c1ccc(Cn2c(=O)c3ccccc3n(CC(=O)NCCc3ccc(OC)c(OC)c3)c2=O)cc1
 : -8, -3, 6, 31, i, -2, -3, -4, -1, 1
CN(C)c1nc(Oc2ccc(C(=O)OCC(=O)Nc3ccccc3)cc2)nc(N(C)C)n1
 : -3, 10, 3, 9, i, -2, 5, 2, 2, 2
CNC(=O)c1cc2cc(OC)ccc2oc1=O
 : -7, 10, -9, 13, i, 1, 5, -5, 4, -2
Cc1cccc(NC(=O)c2ccc(NCCO)c([N+](=O)[O-])c2)n1
 : 11, 1, 14, 26, i, -1, 85*, 10, -1, -3
COc1cccc(C(=O)N2CCN(Cc3cn[nH]c3-c3ccc(F)cc3F)CC2)c1
 : x, 4, x, 16, i, 18, -4, 1, -1, 0
Cc1cc(O)c(/C=N/Nc2ccccc2)c(=O)o1
 : -3, x, 2, 23, i, 1, -2, 1, 3, 3
CN(C)CCN(C(=O)c1ccccc1Cl)c1nc2c(Cl)cccc2s1
 : 4, 7, 12, 13, i, 0, 13, 5, 2, -3
c1ccc(C2CC3CC(c4ccccc4)N2O3)cc1 (centres undefined)
 : 0, -6, 6, 7, i, 0, -2, 1, -2, -6
CCCCc1nc2cc(C(=O)NC(C)c3cnn(C)c3)ccc2o1 (centres undefined)
 : 9, 1, 48, 24, i, -5, 1, -4, -5, -24
Cc1nc2ccccc2nc1SCC(=O)N1CCC(C)CC1
 : 13, 4, 49, 27, i, 0, 2, -4, 1, 1
Cn1nc(C(=O)OCC(=O)NCCc2ccccc2)c2ccccc2c1=O
 : -4, x, 9, 24, i, 1, -10, -5, 2, 2
CCC1CCCCN1C(=O)COC(=O)CN(C)S(=O)(=O)c1ccc(NC(C)=O)cc1 (centres undefined)
 : -5, -2, -19, 23, i, 0, 5, -2, x, 2
O=c1c(Cc2ccc(Cl)cc2Cl)c(O)ccn1CCCN1CCOCC1
 : 0, 0, -2, 25, i, -1, -3, -1, 4, 1
N=C1/C(=C\c2ccc(SCc3ccco3)o2)C(=O)N=C2SC=NN12
 : 7, 5, 5, 9, i, 15, -6, 11, 2, 6
FC(F)(F)c1nnc(-c2ccccc2)nc1Oc1ccc(Cl)cc1Cl
 : 0, -6, -5, 25, i, 1, -8, 1, 2, -1
CC(C)Nc1nc(NC(C)C)nc(NS(=O)(=O)c2ccc(N)cc2)n1
 : -2, 0, 0, 28, i, -3, 5, -2, 1, -3

# Source: PubChem BioAssay
